Mcl1-Bid inh: Mcl-1/Bid interaction inhibition; inhibition, % at 21.7 µM; TR-FRET Mcl-1/Bid-Dy647 peptide binding, 1536-well; Q07820; actives 0.97% (n = 220,000);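 active = compounds that cut the binding signal by more than half at the single screening dose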;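 note: His-tagged Mcl-1 with europium anti-His antibody binding Bid BH3 peptide; 0% = Mcl-1 plus peptide wells and 100% = peptide-only wells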
Target sequence (Q07820 whole entry, looked up): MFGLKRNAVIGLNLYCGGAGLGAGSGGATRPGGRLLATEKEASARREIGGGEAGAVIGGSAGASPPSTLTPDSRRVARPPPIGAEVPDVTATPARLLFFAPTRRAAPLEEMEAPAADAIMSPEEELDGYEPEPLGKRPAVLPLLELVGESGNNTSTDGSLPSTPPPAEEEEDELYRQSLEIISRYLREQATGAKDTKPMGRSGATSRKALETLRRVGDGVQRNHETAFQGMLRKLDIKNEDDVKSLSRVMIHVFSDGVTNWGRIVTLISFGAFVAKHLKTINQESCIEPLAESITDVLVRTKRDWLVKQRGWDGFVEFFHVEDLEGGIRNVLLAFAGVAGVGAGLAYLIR
Mcl1 Noxa PPI: disrupts binding of human Mcl-1 to Noxa peptide; Q07820; TR-FRET Mcl-1/Noxa peptide binding, 2 h; inhibition, % at 21.7 µM; actives 1.5% (n = 220,000); AID 1022;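 active = compounds that cut the protein-peptide binding signal by more than 50% relative to plate controls in a single-dose test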;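 note: His-tagged Mcl-1 with rhodamine Noxa BH3 peptide and terbium anti-His antibody; 0% = Mcl-1 plus Noxa peptide wells and 100% = peptide-only wells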
Bcl-W Bim block: human Bim-Bcl-W interaction inhibition | Q92843 | bead-based flow cytometry, Bim peptide-Bcl-W binding | inhibition, % at 10 µM | actives 0.02% (n = 190,000);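 note: 0% = bound tracer without compound and 100% = peptide blocker; higher means less fluorescent Bim peptide bound to Bcl-W beads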
Bcl-2 Bim block: human Bim-Bcl-2 interaction inhibition; P10415; Bead-based flow cytometry, Bim peptide-Bcl-2 binding; inhibition, % at 10 µM; actives 0.06% (n = 190,000); AID 950; in the data active = inhibition above about 40%; inconclusive = no clear call, values can overlap the other calls;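 note: 0% = no compound wells with probe peptide and 100% = reference peptide inhibitor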
RGS7-Gao: regulators of human RGS7-Galphao interaction | binding response (% of control), % at 10 µM | actives 0.35% (n = 220,000) | P09471 | Multiplexed bead flow cytometry, RGS7-Galphao binding; actives lie on both sides; in the data active = binding response below about 49% or above about 150%; inconclusive = no clear call, values can overlap the other calls; inactive = in between;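 note: fluorescent Galphao held in activated GDP-AlF4 state binding bead-coupled RGS7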
Bcl-XL Bim block: human Bim-Bcl-XL interaction inhibition; Q07817; Bim peptide-Bcl-XL binding, bead flow cytometry, fluorescence; inhibition, % at 10 µM; actives 0.04% (n = 190,000)
Target sequence (Q07817 whole entry, looked up): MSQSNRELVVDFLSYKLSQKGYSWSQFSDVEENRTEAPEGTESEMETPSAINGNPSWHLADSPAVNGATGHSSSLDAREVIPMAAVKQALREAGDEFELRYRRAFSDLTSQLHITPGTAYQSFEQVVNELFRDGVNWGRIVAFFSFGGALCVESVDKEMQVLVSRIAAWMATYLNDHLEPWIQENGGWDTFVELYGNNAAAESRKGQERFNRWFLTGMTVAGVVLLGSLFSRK
RGS4-Gao reg: human RGS4-Galphao interaction regulation | P09471 | Multiplexed bead flow cytometry, RGS4-Galphao binding; actives lie on both sides | binding response (% of control), % at 10 µM | actives 0.33% (n = 220,000); in the data active = binding response below about 49% or above about 150%; inactive = in between;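 note: fluorescent Galphao activated with aluminum fluoride binding bead-coupled RGS4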
Mcl-1 Bim block: inhibitors of Bim-Mcl-1 interaction, human | Q07820 | Bead-based flow cytometry, Bim peptide-Mcl-1 binding | inhibition, % at 10 µM | actives 0.1% (n = 190,000) | AID 1009;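 note: 0% = no compound tracer wells and 100% = peptide blocker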
Bcl-B Bim block: human Bim-Bcl-B interaction inhibition; bead-based flow cytometry, Bim peptide-Bcl-B binding; inhibition, % at 10 µM; AID 951; actives 0.073% (n = 190,000);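 note: 0% = tracer peptide without compound and 100% = reference inhibitor peptide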
Target sequence (Q9HD36 whole entry, looked up): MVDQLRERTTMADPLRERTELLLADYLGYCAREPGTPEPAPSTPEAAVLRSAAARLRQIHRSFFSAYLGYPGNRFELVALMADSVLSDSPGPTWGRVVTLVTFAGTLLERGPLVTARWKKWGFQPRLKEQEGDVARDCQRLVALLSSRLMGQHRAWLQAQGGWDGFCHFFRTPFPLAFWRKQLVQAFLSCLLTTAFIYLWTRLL
RGS8-Gao: human RGS8-Galphao interaction regulation | P09471 | multiplexed bead flow cytometry, RGS8-Galphao binding; actives lie on both sides | response (percent of control binding), % at 10 µM | actives 0.34% (n = 220,000) | AID 1423; in the data active = response below about 60% or above about 140%; inactive = in between;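 note: Galphao activated as the GDP aluminium fluoride complex binding bead-coupled RGS8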
Bfl-1 Bim block: human Bim-Bfl-1 interaction inhibition | Q16548 | Bead-based flow cytometry, Bim-Bfl-1 binding inhibition | inhibition, % at 10 µM | actives 0.12% (n = 190,000);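 note: 0% = wells without compound plus tracer and 100% = blocker peptide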
* hit, by the source's call; u = inconclusive; x = no result given. Cut-off read from the data, not from the text of the source, unless noted: active = inhibition above about 40%.

Mcl1-Bid inh,Mcl1 Noxa PPI,Bcl-W Bim block,Bcl-2 Bim block,RGS7-Gao,Bcl-XL Bim block,RGS4-Gao reg,Mcl-1 Bim block,Bcl-B Bim block,RGS8-Gao,Bfl-1 Bim block,Structure
-5,8,-2,0,102,-3,96,0,0,98,-5,Cc1c(C(=O)Nc2cccc3cccnc23)oc2ccccc12
-33,7,x,x,u,x,98,x,x,102,x,CCCCCc1cc(=O)oc2c(C(CCN3CCCCC3)c3ccc4c(c3)OCO4)c(OC)cc(OC)c12 (centres undefined)
12,20,-1,0,113,-4,114,-5,-7,121,-1,Cc1ccc(OCc2nc3ccccc3[nH]2)cc1
-33,10,1,-7,97,-6,106,1,-3,103,-14,CCOC(=O)N1CCN(C(=O)CS(=O)(=O)c2cn(Cc3cccc(F)c3)c3ccccc23)CC1
-13,15,-1,-8,u,-2,102,-1,-3,100,-4,CCOc1ccccc1NC(=O)C(Sc1nnnn1C)c1ccccc1 (centres undefined)
-9,18,-3,-3,u,-6,101,-5,-10,102,-7,Cc1ccc(NS(=O)(=O)c2cccc(C(=O)NCC(c3cccs3)N(C)C)c2)cc1 (centres undefined)
6,11,11,5,93,13,99,8,15,93,8,CCN(CC(=O)Nc1ccc(NC(C)=O)cc1)C(=O)/C=C/c1cccs1
-17,0,2,0,100,0,100,4,-4,101,-7,Cn1ncc([N+](=O)[O-])c1C(=O)Nc1ccc2c(c1)OCCO2

Next part, overlapping the part above by 2 compounds.
Mcl1-Bid inh,Mcl1 Noxa PPI,Bcl-W Bim block,Bcl-2 Bim block,RGS7-Gao,Bcl-XL Bim block,RGS4-Gao reg,Mcl-1 Bim block,Bcl-B Bim block,RGS8-Gao,Bfl-1 Bim block,Structure
6,11,11,5,93,13,99,8,15,93,8,CCN(CC(=O)Nc1ccc(NC(C)=O)cc1)C(=O)/C=C/c1cccs1
-17,0,2,0,100,0,100,4,-4,101,-7,Cn1ncc([N+](=O)[O-])c1C(=O)Nc1ccc2c(c1)OCCO2
-16,8,-1,-8,85,-11,85,-1,-8,93,-7,CSC1=C(C#N)C(c2ccc(C)s2)CC(=O)N1 (centres undefined)
-14,11,0,-1,90,1,91,0,-5,97,-1,CSc1ccccc1C(=O)C1CCCN(C(=O)c2csnn2)C1 (centres undefined)
-13,-22,1,-8,98,-5,97,1,-2,99,-10,Cc1nonc1NC(=O)CSc1nc(C2CCCCC2)nc2ccccc12
23,9,-5,-15,97,-14,99,-8,-10,99,-21,CCCCNC(=O)c1onc(CSc2cccc(OC)c2)c1C(=O)O
-6,15,0,-4,103,0,103,0,-7,106,-4,N/C(=N\O)c1ccccc1N1CCCCC1
-2,8,-5,-5,90,-6,89,-2,-6,76,-2,CC1CCC/C(=N/NC(=O)c2ccccc2-n2cccc2)C1 (centres undefined)
-12,15,0,-13,104,-7,84,-3,-11,91,-12,Cc1noc(C)c1COC(=O)c1cccc(S(=O)(=O)N2c3ccccc3CC2C)c1 (centres undefined)
-17,6,-6,-1,103,-1,101,0,-2,101,-4,CCCC(=O)C1=C(N2CCCCC2)CC(C)(C)C(C(=O)OC)C1=O (centres undefined)
-24,x,2,0,76,6,91,1,0,77,-7,C/C(=N\NC(=O)Cc1cccn1C)c1cccc2ccccc12
-4,2,-5,19,97,-5,99,-5,-6,96,-1,CC(CN1CCOCC1)OC(=O)C(c1ccccc1)c1ccccc1 (centres undefined)
-1,-18,-7,-9,101,-5,101,-5,-11,99,-8,O=C(NCc1cccnc1)c1cn(CCc2ccccc2)nn1
-13,-23,0,-3,101,-5,103,0,-6,100,-6,COc1cccc(N2CCN(C(=S)Nc3cc(C)cc(C)c3)CC2)c1
-10,5,-5,-5,101,-11,103,-5,-6,108,-8,COc1cccc(CNC(=O)C2CCN(Cc3cnn(-c4ccccc4)c3-n3cccc3)CC2)c1
27,78*,2,0,100,7,98,-1,-11,94,11,CSc1nnc(-c2ccco2)c(-c2ccco2)n1
8,13,-1,0,102,-2,99,0,1,103,-1,COc1ccc(CCn2nnnc2C(c2ccccc2)N2CCN(C)CC2)cc1OC (centres undefined)
-47,10,-1,-7,101,-1,101,-5,-7,103,-12,O=c1[nH]c(CSc2nc3ccccc3o2)nc2c1cnn2-c1ccccc1
10,7,x,x,u,x,93,x,x,94,x,CCc1ccc(N2C(=O)C3C(C2=O)N2CCCN2C3c2ccccc2)cc1 (centres undefined)
-22,44,7,2,102,6,100,3,4,102,0,C=CCOc1c(Br)cc(/C=N/Nc2ccc(C(=O)O)cc2)cc1OCC
-13,18,-2,-9,101,-3,102,-1,-8,105,-12,CCOC(=O)Cn1c(=O)oc2cc(S(=O)(=O)NCCC(C)C)ccc21
-3,23,0,-2,104,-1,98,0,-2,99,-6,O=C(c1ccc(COc2ccc(Cl)cc2)cc1)N1CCCCC1
0,22,-2,-2,100,-3,101,-1,-2,105,-1,Cc1c(C(=O)Nc2nnc(C(F)(F)F)s2)oc2ccccc12
x,x,-1,0,89,1,89,0,0,96,-3,Cn1cc(C(=O)c2ccc(Cl)cc2)cc1-c1nc2ccccc2n1C
-5,13,-2,-1,103,-2,100,0,0,102,-5,CC1(C)CC(NC(=O)COc2ccc3ccccc3c2)CC(C)(C)N1
-58,24,x,x,u,x,97,x,x,97,x,Nc1cc2nc3ccccc3oc-2cc1=O
-4,17,1,-9,102,-12,102,-2,-11,102,-16,COc1ccc(-n2cc(C(=O)O)c3ccccc3c2=O)cc1
-17,5,0,-14,100,-11,102,-19,-17,103,-14,COc1ccc(CCN2C(=O)C3CC(C)=C(C)CC3C2=O)cc1OC (centres undefined)
-17,6,2,-2,102,-1,100,-1,-2,101,0,Cc1ccc(-c2c(C(=O)NCc3ccc(F)cc3)oc(=O)c3ccccc23)cc1
0,11,-2,1,102,0,106,3,-1,117,5,COc1ccc(-c2nc(C#N)c(N3CCN(c4ccccc4)CC3)o2)cc1
-21,4,x,x,u,x,97,x,x,98,x,O=C1CS/C(=N/N=C/c2ccccc2)N1Cc1ccco1
-13,0,-8,-8,98,-7,97,-4,-7,101,-14,O=C(CSc1nnc(-c2ccc(S(=O)(=O)N3CCCC3)cc2)o1)NCC1CCCO1 (centres undefined)
-15,2,x,x,u,x,95,x,x,95,x,Cc1cccc(OCc2nnc(SCC(=O)N3c4ccccc4CCc4ccccc43)o2)c1
-28,-51,-6,-5,102,-7,102,-7,-10,103,-4,CC(C)CNS(=O)(=O)c1cc(C(=O)OCC(=O)c2ccc3c(c2)OCCO3)c(Cl)cc1Cl

Only RGS7-Gao, Mcl-1 Bim block and Bcl-2 Bim block, for some of the entries so far:
molecule | RGS7-Gao | Mcl-1 Bim block | Bcl-2 Bim block
CC(C)CNS(=O)(=O)c1cc(C(=O)OCC(=O)c2ccc3c(c2)OCCO3)c(Cl)cc1Cl | 102 | -7 | -5
COc1ccc(-n2cc(C(=O)O)c3ccccc3c2=O)cc1 | 102 | -2 | -9

The listing continues:
Mcl1-Bid inh,Mcl1 Noxa PPI,Bcl-W Bim block,Bcl-2 Bim block,RGS7-Gao,Bcl-XL Bim block,RGS4-Gao reg,Mcl-1 Bim block,Bcl-B Bim block,RGS8-Gao,Bfl-1 Bim block,Structure
-22,7,2,-1,61,0,70,1,-4,74,-2,C=CCN=C1SC(C)(C)C(=O)N1S(=O)(=O)c1ccc(C)cc1
-9,10,-12,-5,100,0,101,-20,-13,100,0,CC(C)OC(=O)CC(=O)CSc1nc2c(c(-c3cccs3)c1C#N)CCC2
-8,27,-2,-9,103,-4,104,-6,-12,107,-8,CCOC(=O)c1ccc(NC(=O)CSCc2ccco2)cc1
-10,19,0,0,99,0,97,0,-1,100,0,O=c1c2c3c(sc2ncn1Cc1ccc(F)cc1)CCC3
-37,22,4,0,99,1,99,-1,-5,99,9,COc1cc(CNc2ccccc2SC)ccc1O
17,-19,-5,-4,96,-6,96,0,-7,104,-9,Cc1c(NC(=O)c2cccc(-c3cc4ccccc4oc3=O)c2)cccc1-c1nc2ncccc2o1
-84,20,0,-4,99,-4,85,-1,-4,71,0,O=C(Nc1ccccc1)N1CCc2scc[n+]2-c2ccccc21
7,14,-2,-9,114,-7,113,-4,-9,120,-13,CC(C)CSc1nc2ccccc2c(=O)[nH]1
-10,11,0,-1,94,0,94,0,-1,95,0,Cc1cccc(NC(=O)c2cccc3c2C(=O)c2ccccc2-3)c1
-18,12,-4,-5,100,-7,101,-3,0,101,-4,COc1ccc(-c2onc(C)c2-c2cnn(-c3ccccc3)c2)c(O)c1
0,19,-2,-2,103,5,98,-4,0,101,-1,CCCc1nc2c(sc3nc4c(cc32)COC(C)(C)C4)c(=O)n1Cc1ccco1
36,20,-4,-8,99,-6,101,-1,-7,98,-15,Cc1ccc(C)c(OCCOCCN2CC(C)OC(C)C2)c1C (centres undefined)
-17,12,-1,1,96,1,91,1,0,89,4,CC(C)CC(=O)Nc1ccccc1N1CCN(c2ccc(F)cc2)CC1
-16,-4,2,-1,104,-2,96,1,1,98,-3,CCCN(CCC)C(=O)CSc1nc2c(sc(=S)n2-c2ccc(OCC)cc2)c(=O)[nH]1
3,-2,1,-2,88,0,87,-1,-5,80,0,CC1=Nc2ccccc2/C1=C\c1nc(-c2ccc(C(F)(F)F)cc2)oc1O
-16,-5,x,x,u,x,99,x,x,102,x,CCOc1ccc(-c2c(=O)n(OCc3nc4ccccc4[nH]3)c3ccccc3[n+]2[O-])cc1
0,-3,1,-2,99,0,98,-2,-4,99,-3,CC(/C=C/c1ccccc1)=N\NC(=O)c1cc(C)[nH]n1
-11,-5,1,-1,84,1,86,-2,-2,91,-4,Cc1cccc(N2C(=O)CC(N3CCN(Cc4ccc5c(c4)OCO5)CC3)C2=O)c1 (centres undefined)
